PLAP act – activators of human placental alkaline phosphatase | actives 1.2% (n = 96,000) | P05187 | purified PLAP enzyme, luminescent substrate read-out; hits give high values | activation fold at 20 µM | AID 696; in the data active = activation fold above about 2
Target sequence (P05187 whole entry, looked up): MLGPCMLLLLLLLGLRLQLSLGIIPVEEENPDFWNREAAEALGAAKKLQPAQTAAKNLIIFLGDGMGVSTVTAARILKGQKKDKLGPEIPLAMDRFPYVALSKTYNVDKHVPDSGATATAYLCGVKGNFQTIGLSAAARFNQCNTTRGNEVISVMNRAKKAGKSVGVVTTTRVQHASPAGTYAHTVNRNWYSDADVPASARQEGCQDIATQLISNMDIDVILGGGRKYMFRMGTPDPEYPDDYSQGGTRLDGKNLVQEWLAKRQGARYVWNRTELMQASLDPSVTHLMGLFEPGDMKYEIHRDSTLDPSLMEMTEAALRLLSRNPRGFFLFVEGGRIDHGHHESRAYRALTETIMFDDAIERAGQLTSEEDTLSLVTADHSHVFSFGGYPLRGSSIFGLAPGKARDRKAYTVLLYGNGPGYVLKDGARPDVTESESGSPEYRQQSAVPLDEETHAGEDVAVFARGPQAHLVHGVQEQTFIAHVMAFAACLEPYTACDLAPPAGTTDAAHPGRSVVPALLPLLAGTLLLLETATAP
ERb coact inh – ER-beta (human) coactivator binding inhibition; Q92731; TR-FRET ER-beta LBD / SRC1-Cy5 peptide binding; receptor agonist-loaded with 1 µM estradiol; inhibition, % at 25.6 µM; actives 1.3% (n = 86,000);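 active = compounds whose percent inhibition of the receptor-coactivator binding signal exceeds about 50% in the single-dose screen, limit read from the data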;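 also: 0% = receptor plus peptide wells without compound and 100% = peptide-only wells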
Target sequence (Q92731 whole entry, looked up, the tested form may be a part): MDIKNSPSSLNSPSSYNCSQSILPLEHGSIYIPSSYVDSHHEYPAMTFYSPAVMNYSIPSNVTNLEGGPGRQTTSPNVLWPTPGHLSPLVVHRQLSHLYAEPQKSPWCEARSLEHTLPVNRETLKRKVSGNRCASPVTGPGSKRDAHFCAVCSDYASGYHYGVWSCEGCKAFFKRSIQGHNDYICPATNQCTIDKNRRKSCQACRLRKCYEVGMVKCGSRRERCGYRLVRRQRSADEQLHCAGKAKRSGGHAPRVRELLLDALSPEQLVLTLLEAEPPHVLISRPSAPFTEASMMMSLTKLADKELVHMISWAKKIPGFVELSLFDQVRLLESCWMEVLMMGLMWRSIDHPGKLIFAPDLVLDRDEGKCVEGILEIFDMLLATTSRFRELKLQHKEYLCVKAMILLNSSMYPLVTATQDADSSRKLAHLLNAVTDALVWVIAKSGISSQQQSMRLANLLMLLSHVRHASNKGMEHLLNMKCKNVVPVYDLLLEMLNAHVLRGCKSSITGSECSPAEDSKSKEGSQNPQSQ
ERa coact pot – ER-alpha (human) coactivator binding potentiation; P03372; TR-FRET ERalpha-LBD/SRC-Cy5 coactivator binding, 2 h; 100 = basal binding, no effect; coactivator binding (% of control), % at 25.6 µM; actives 1.3% (n = 86,000); AID 639; in the data active = activity above about 200%;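 also: binding measured in presence of low estradiol as agonist stimulus; 0% = peptide alone without receptor and 100% = receptor with peptide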
E coli WT exp – blocks growth of wild type E. coli BW25113 | OD600 absorbance | growth inhibition, % at 100 µM | actives 0.15% (n = 98,000);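 active = growth inhibition above about 50% at one test dose, limit read from the data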;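 also: growth measured after 20 h incubation at 37 °C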
CD11b adhes enh – increases human CD11b/CD18 adhesion to fibrinogen; actives 0.07% (n = 93,000); K562 CD11b/CD18 adhesion to fibrinogen, ATPlite luminescence; activation, % at 10 µM;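 active = 10 µM primary screen giving 50% or more activity, confirmed by 40% or more on retest at that dose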; also: strong numbers were not always called active; reference of the scale not given here
ERa SRC1 inh – ER-alpha (human) coactivator binding inhibition | P03372 | TR-FRET ER-alpha LBD / SRC-1 peptide, estradiol-bound | inhibition, % at 25.6 µM | actives 1.7% (n = 86,000); in the data active = inhibition above about 50%;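 also: 0% = receptor plus peptide control and 100% = peptide only without receptor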
Mac1 fbg inh – CD11b/CD18-fibrinogen binding inhibition; K562 CD11b/CD18 adhesion to fibrinogen, ATPlite luminescence; Mn2+ added to activate the integrin; actives 0.54% (n = 93,000); inhibition, % at 10 µM; P05107+P11215;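 active = primary inhibition of 50% or more at 10 µM, then 40% or more on retest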; also: some results filed as inactive read as strong as hits
MT1-MMP txn act – MT1-MMP promoter transcription activation; HT1080 MT1-MMP promoter luciferase reporter, luminescence, overnight; hits give high values; activation factor at 10 µM; actives 0.16% (n = 86,000); AID 750;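 active = activation factor of at least 2 for MT1-MMP transcription at 10 µM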
FAK blocker – FAK (human) kinase inhibition; actives 0.84% (n = 97,000); Q05397; AID 727; inhibition, %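 (tested at 7 µM)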; biochemical FAK kinase activity assay; in the data active = inhibition above about 19%;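 also: 0% = DMSO and 100% = reference compound high control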
Numbers without * were called inactive; . = not tested or not shown; [ ] = another dose, or the depositor's remark.

canonical_smiles,PLAP act,ERb coact inh,ERa coact pot,E coli WT exp,CD11b adhes enh,ERa SRC1 inh,Mac1 fbg inh,MT1-MMP txn act,FAK blocker
CC(C)(C)C1CCC(C(=O)Nc2ccccc2)CC1 (stereo unspecified),1,.,.,0,-2,.,-4,.,-1
O=C(CCNS(=O)(=O)c1cccs1)N1CCCCCC1,0.9,4,95,5,.,5[fluorescence artefact?],.,1.7,4
CCCCOC(=O)Nc1cccc(Cl)c1C,0.9,-9,111,9,-2,4,2,1.8,0
CCOc1ccc(S(=O)(=O)N2CCN(C(=O)c3cccn3C)CC2)cc1,1.7,2,112,-5,5,0,19,1,-2
COC(/C=C/Nc1ccc(C)cc1)=C(C#N)C#N,1,.,.,-3,3,.,-5,.,5
O=C(Cn1c(=O)sc2ccccc21)Nc1nc2c(s1)CCCC2,.,-9,135,.,.,2,.,1.2,.
O=C1CCCc2nn(-c3ccccc3)c(-c3ccncc3)c21,1,-2,114,5,-3,1,-1,1.2,-2
Cc1cc(C)nc(SCc2nnc(SCC(=O)Nc3nccs3)n2C)n1,.,0,105,.,.,-5,.,1.2,-2
CCCCOc1cccc(C(=O)N(Cc2ccco2)C2CCS(=O)(=O)C2)c1 (stereo unspecified),1.6,-8,116,4,-1,-6,4,1.1,2
O=C(NC1CCCCC1)N(Cc1ccc(F)cc1)Cc1nc2ccccc2c(=O)[nH]1,1.2,1,109,0,-6,-3,25,1.1,2
COc1ccc(/C(O)=C2\C(=O)C(=O)N(c3cc(C)on3)C2c2ccccc2OC)cc1 (stereo unspecified),1,-6,133,4,2,-4,-22,1.1,-2
CCOc1cc(/C=C(\C#N)c2[nH]nc(N)c2C#N)ccc1O,1.1,34[fluorescence artefact?],70[fluorescence artefact?],-9,8,9[fluorescence artefact?],-4,.,7

(further entries)
canonical_smiles,PLAP act,ERb coact inh,ERa coact pot,E coli WT exp,CD11b adhes enh,ERa SRC1 inh,Mac1 fbg inh,MT1-MMP txn act,FAK blocker
Cn1nc(-c2ccccc2)c(COC(=O)c2cccc(Cl)c2)c1S(=O)(=O)c1ccccc1,1.1,4[fluorescence artefact?],105,-12,-5,7[fluorescence artefact?],12,1.2,-1
O=Cc1c(N2CCN(c3cccc(Cl)c3)CC2)nc2ccccn2c1=O,1.3,.,.,-10,-1,.,-36,.,-1
CCN(CC(=O)Nc1ccc2c(c1)OC(F)(F)O2)Cc1nc2ccccc2c(=O)[nH]1,.,25[fluorescence artefact?],94,7,-3,4,7,1.2,1
CC(C)c1ccc(CN(C(=O)C2COc3ccccc3O2)C2CCS(=O)(=O)C2)cc1 (stereo unspecified),1.3,-2,105,-2,3,-8,-8,1.2,0
Cc1ccc(-c2cnc(NC(=O)c3cccc(Br)c3)s2)c(C)c1,0.9,.,.,-10,-3,.,14,.,6
Cc1onc(-c2ccccc2)c1C(=O)Nc1ccon1,1,3[fluorescence artefact?],113,3,-3,8[fluorescence artefact?],-22,1.1,1
CCOC(=O)CC1=C(C(=O)OCC)C(c2cccs2)C(C#N)=C(N)O1 (stereo unspecified),1,-2,91,9,-4,93*[fluorescence artefact?],4,.,4
O=C(CSc1nnnn1-c1ccc2c(c1)OCCO2)c1cccc2c1OCCO2,0.8,-27[fluorescence artefact?],375*[fluorescence artefact?],-3,2,-16[fluorescence artefact?],38,1.5,-25
Cc1noc(-c2ccccc2OC(=O)c2ccccc2)n1,1.1,0,131,1,0,-10,-3,1,1
O=C(N(Cc1ccccc1)c1ccccn1)C12CC3CC(CC(C3)C1)C2,1,-7,137,2,0,0,7,1.1,0
O=S(=O)(Nc1ccc(O)c(Sc2nc3ccccc3s2)c1)c1ccc(Cl)cc1,0.9,.,.,-15,-1,.,-3,.,0
CC1CCN(c2nc3c(c(=O)[nH]c(=O)n3C)n2CCSc2nc3ccccc3o2)CC1,1.1,-6,128[fluorescence artefact?],0,4,-3,-6,1,-3

More records follow.
canonical_smiles,PLAP act,ERb coact inh,ERa coact pot,E coli WT exp,CD11b adhes enh,ERa SRC1 inh,Mac1 fbg inh,MT1-MMP txn act,FAK blocker
CCn1cc(C(=O)N2CC(C)CC(C)C2)c(=O)c2cc(S(=O)(=O)N(C)C)ccc21 (stereo unspecified),.,-11,125,.,.,-5,.,1,.
CS(=O)(=O)N(CC(=O)Nc1ccccc1Sc1ccccc1)c1cccc(Br)c1,1.2,.,.,-32,3,.,11,.,0
COc1ccccc1N(CC(=O)NCc1ccccc1)C(=O)CCC(=O)Nc1cc(C)ccn1,.,16,92,.,.,17,.,.,0
CCCC(=O)N1CC2(CCC)CN(C(=O)CCC)CC(CCC)(C1)C2=O,1.1,6,96,-11,0,5,-24,1.2,-2
Cn1c(=O)c2[nH]c(NCCCN3CCOCC3)nc2n(C)c1=O,0.9,-4,97,4,4,-2,-6,1,-1
CCOc1cccc2cc(C(=O)N3CCc4ccccc4C3)c(=O)oc12,1.3,6,116,-2,-2,10,-9,1.3,1
COC(=O)c1cccc(-n2nnnc2SCC(=O)Nc2nc3c(s2)CCCC3)c1,1.2,-1,92,-5,6,-1,2,1.1,7
c1ccc(-c2cn3c4c(sc3n2)CCCC4)cc1,1.2,-9,105,2,-5,0,51,0,.
CCOC(=O)C1C(=O)C=C(C)C(C(=O)OCC)C1c1ccc(OC)cc1 (stereo unspecified),1.2,-3,120,5,2,-1,-3,1.1,1
Cc1ccc(CNC(=O)C23CN(Cc4ccccc4)CC2C(c2ccc([N+](=O)[O-])cc2)=NO3)o1 (stereo unspecified),1.1,.,.,-12,1,.,-7,.,-7
COc1ccc(O)c(CN2CCN(C/C=C/c3ccccc3)CC2)c1,1.4,0,110[fluorescence artefact?],7,-2,-3,22,1.1,.
CCN(CC(=O)NC1CCS(=O)(=O)C1)c1nc(-c2cccnc2)nc2ccccc12 (stereo unspecified),1.1,-5,89[fluorescence artefact?],2,-2,1,4,1.1,-1

Sorted by length of the SMILES (rising): some entries from above
canonical_smiles,PLAP act,ERb coact inh,ERa coact pot,E coli WT exp,CD11b adhes enh,ERa SRC1 inh,Mac1 fbg inh,MT1-MMP txn act,FAK blocker
CCOc1cccc2cc(C(=O)N3CCc4ccccc4C3)c(=O)oc12,1.3,6,116,-2,-2,10,-9,1.3,1
COC(=O)c1cccc(-n2nnnc2SCC(=O)Nc2nc3c(s2)CCCC3)c1,1.2,-1,92,-5,6,-1,2,1.1,7
COc1ccccc1N(CC(=O)NCc1ccccc1)C(=O)CCC(=O)Nc1cc(C)ccn1,.,16,92,.,.,17,.,.,0

Other entries follow:
canonical_smiles,PLAP act,ERb coact inh,ERa coact pot,E coli WT exp,CD11b adhes enh,ERa SRC1 inh,Mac1 fbg inh,MT1-MMP txn act,FAK blocker
O=C(Cn1nc(-c2ccc(Cl)cc2)ccc1=O)N1CCN(c2ccccc2)CC1,1.4,.,.,-4,.,.,.,1,3
CC(C)(NO)/C(=N\O)c1ccc(Cl)cc1,1.2,-7,110[fluorescence artefact?],5,3,-1,-17,1.4,-3
CCc1ccc(C2CC(c3ccccc3Cl)Nc3nc(N)nn32)cc1 (stereo unspecified),1.4,-3,93,1,-6,-4,-6,1,.
Cc1nc2ncnn2c(C)c1CCC(=O)N1CCc2ccccc21,0.9,7[fluorescence artefact?],107,4,0,9,-24,1.2,.
O=C(Nc1cccc(F)c1)Nc1ccccn1,1,.,.,3,-4,.,1,.,13
O=C(NCc1ccco1)c1ccc(Cn2c(=O)c3ccccc3n(Cc3ccc(Cl)cc3)c2=O)cc1,1.5,16,139[fluorescence artefact?],-13,4,9,2,1,1
COc1ccccc1N1CCN(CCCOc2ccc(F)cc2)CC1,1.4,-5,100,1,2,-2,-29,1,2
C/C(=N\OC(=O)c1ccc(C)cc1)c1sc(C)nc1C,1,-2,100,3,0,4,19,1.5,-1
COc1ccc2cc(C(=O)NCc3ccco3)c(=O)oc2c1,1,-5[fluorescence artefact?],108,7,1,-5,0,1.2,1
COC(=O)CSc1cc(C)nc(SC)n1,0.9,3,94,7,-3,-1,11,1.1,0
N#CCC1c2ccccc2CCN1C(=O)Nc1cccc(Cl)c1 (stereo unspecified),0.8,.,.,6,-8,.,-3,.,5
CCOC(=O)Cn1c2[n+](c3ccccc31)CC(O)CS2 (stereo unspecified),0.8,-1,87[fluorescence artefact?],-4,-3,-2,-11,1.1,-1

Next structures:
canonical_smiles,PLAP act,ERb coact inh,ERa coact pot,E coli WT exp,CD11b adhes enh,ERa SRC1 inh,Mac1 fbg inh,MT1-MMP txn act,FAK blocker
COc1ccc(-n2[nH]c(C)cc2=O)cc1,1.1,0,111,-1,-1,3,-11,1.2,6
COC(=O)c1ccccc1NC(=O)CN(C)S(=O)(=O)c1ccc(OC)cc1,0.9,-15,99,-6,-2,-38,-3,1,-1
Cn1c(CNc2nc3ccccc3n2C)nc2ccccc21,1.9,-5,104,-5,-3,0,29,1.4,.
O=C(COC(=O)C1(c2ccccc2F)CCCC1)N1CCOCC1,1.4,5[fluorescence artefact?],106,4,-8,1[fluorescence artefact?],6,1.3,-2
Cn1nc(C(=O)Nc2cccnc2)c2ccccc2c1=O,0.9,5,116,-5,-1,-3,-25,1.2,0
N#CCSc1nnc(Cc2ccc3c(c2)OCO3)o1,0.9,-11,97,2,0,-6,-2,0.9,-1
Cc1cc(NCC2CCCO2)n2c(nc3ccccc32)c1C#N (stereo unspecified),1.2,6,110[fluorescence artefact?],-1,-1,-2,0,1.1,1
Cc1cc(=O)n2nc(N3CCCC(C(=O)NCCCN4CCc5ccccc5C4)C3)sc2n1 (stereo unspecified),1,-14,124,8,-2,-4,-2,1.2,.
O=S(=O)(c1ccc(Cl)nc1)N1CCN(Cc2ccc3c(c2)OCO3)CC1,1.6,2,89,5,-2,4,4,1,0
CCn1c(=O)cc(SCC(=O)NCCCN2CCN(c3ccc(F)cc3)CC2)c2ccccc21,1.3,-5,98,7,4,-2,-4,1.3,-2
CCOC(=O)N1CCC(N2Cc3cccc(C(=O)NCc4ccc5c(c4)OCO5)c3C2=O)CC1,.,44,99[fluorescence artefact?],.,.,48[fluorescence artefact?],.,1,.
COc1ccc(Nc2nccc(OC)c2C#N)cc1,1.1,.,.,-2,-2,.,-1,.,2

New compounds follow:
canonical_smiles,PLAP act,ERb coact inh,ERa coact pot,E coli WT exp,CD11b adhes enh,ERa SRC1 inh,Mac1 fbg inh,MT1-MMP txn act,FAK blocker
COc1ccc(S(=O)(=O)N(CC(=O)NCc2ccco2)C2CCCCC2)cc1OC,1.2,20[fluorescence artefact?],91,-5,-3,9[fluorescence artefact?],12,1,.
Cc1oc(-c2ccccc2F)nc1CS(=O)(=O)CC(=O)NCCN(C)C1CCCCC1,1.6,1,105,-2,-1,-6,-8,1.1,-4
Cc1csc(NC(=O)CSc2nnc(-c3ccco3)n2C)n1,1.2,1,90,12,-2,-19,1,1.1,-4
CC(C)OC(=O)c1c(NC(=O)c2ccco2)sc2c1CCCC2,.,5,102,.,.,-12,.,1,0
COc1ccc(N(C(=O)c2cnccn2)C(C(=O)NC2CCCCC2)c2ccc(Cl)cc2)cc1 (stereo unspecified),.,-8,104,.,.,-5,.,1.3,-2
COc1ccccc1C(=O)NCCC(=O)N1CC(=O)Nc2ccccc21,1,0[fluorescence artefact?],103[fluorescence artefact?],2,-2,1,-14,1.1,-6
Cc1noc(C)c1S(=O)(=O)NCc1ccc2c(c1)OCO2,0.9,0,100,-2,-3,-3,-9,1.1,.
CC(Sc1nnc(CNc2cccc3ccccc23)n1-c1ccccc1)C(=O)N/N=C/c1ccco1 (stereo unspecified),1.3,.,.,4,-1,.,-9,.,0
O=C(NC1(C(F)(F)F)C(=O)Nc2c1c(=O)[nH]c(=O)n2Cc1ccccc1)c1ccc(Cl)cc1 (stereo unspecified),0.9,-21,116,5,-2,4,-3,1.2,-4
O=C(CSc1nc2ccccc2c(=O)n1Cc1ccco1)c1ccc(F)cc1,0.9,20,91[fluorescence artefact?],-11,-2,5[fluorescence artefact?],-5,1.2,-2
O=C(O)CCCCCNS(=O)(=O)c1ccc(Cl)cc1,1,-6,115[fluorescence artefact?],-6,-5,-9,-1,1,-5
Cc1ncc(CCl)c2c1OC(C)(C)OC2,.,-28,99[fluorescence artefact?],.,.,-35,.,1,1
CCCN=Cc1c(CCC)[nH]n(-c2nc3ccccc3s2)c1=O,0.9,-10,108,4,.,0,.,1.1,1

Taken from above.
Cc1ccc(-c2cnc(NC(=O)c3cccc(Br)c3)s2)c(C)c1 | CD11b adhes enh = -3
COc1ccc(Nc2nccc(OC)c2C#N)cc1 | E coli WT exp = -2
